GalR3 antag = GalR3 antagonists in HEK293 cells, primary screen, cell-based, fluorescence readout; Galanin receptor type 3 (Homo sapiens), O60755; HEK293 GalR3-CNG cAMP membrane potential fluorescence; galR3 body fused to GalR1 C-terminus; inhibition, % at 3 µM; 360,000 compounds, 0.44% hits; AID 651719, 2012;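 active = inhibition above the screen-wide average plus 3 SD, cut at about 13% in these data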;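 also: forskolin and galanin both at EC90 stimulate the cells; cAMP rise reported by CNG channel membrane potential dye signal; 0% = forskolin plus galanin with DMSO and 100% = forskolin alone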
Target sequence (O60755 1-299 limits assumed): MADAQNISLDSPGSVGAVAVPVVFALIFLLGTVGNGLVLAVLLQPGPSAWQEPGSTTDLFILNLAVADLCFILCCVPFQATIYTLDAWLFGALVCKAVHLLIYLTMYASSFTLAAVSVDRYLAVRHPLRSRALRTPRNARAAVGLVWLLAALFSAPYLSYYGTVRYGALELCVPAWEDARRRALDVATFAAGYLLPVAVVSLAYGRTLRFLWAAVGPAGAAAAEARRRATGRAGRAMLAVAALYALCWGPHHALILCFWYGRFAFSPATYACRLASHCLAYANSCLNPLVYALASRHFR
CRFR2-BP antag = antagonists of CRF-BP/CRF-R2 complex, primary screen, cell-based, HEK293, calcium dye fluorescence, uHTS. CRF-induced calcium fluorescence. inhibition, % at 11.8 µM. 350,000 compounds, 0.59% hits. AID 588475, 2011;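 active = inhibition of the ligand-induced calcium signal above about 50% at the single tested concentration, limit read from the data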
CRFBP-R2 agonist = agonists of CRF-BP/CRF-R2 complex, primary screen, cell-based, HEK293, calcium dye fluorescence, uHTS | CRF-binding protein / CRF receptor 2 complex (human) | calcium dye fluorescence (FLIPR); percent of saturating CRF peptide response | activation, % at 13.2 µM | 350,000 compounds, 0.46% hits;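 active = activation of at least 50%, plus an integration ratio under a set limit after plate pattern correction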;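 also: plate controls were neutral control wells without compound for no effect and CRF at EC100 for full effect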
Active calls of the source: *. An excerpt, so the mix of outcomes need not match the whole.

SMILES | GalR3 antag | CRFR2-BP antag | CRFBP-R2 agonist
COc1ccc(S(=O)(=O)N2CCOCC2)cc1NC(=O)COc1ccccc1 | -2.9 | 12.8 | 0.3
CN(C)Cc1c[nH]c2nc[nH]c(=O)c12 | -3.6 | 14.7 | 3.7
Cc1ccc(OCCNC(=O)CCNS(=O)(=O)c2ccc(Br)cc2)cc1 | 1.0 | 10.0 | -3.5
COc1ccc(S(=O)(=O)N2CCN(C(=O)CCSc3ccccc3)CC2)cc1 | -3.0 | 3.8 | 0.6
CC1CCCC(NC(=O)CSc2nnc(C(F)(F)F)n2C)C1C (centres undefined) | -4.0 | 2.2 | -0.7
CC1(c2ccc(OC(F)F)cc2)NC(=O)N(CC(=O)Nc2cccnc2Cl)C1=O (centres undefined) | -2.1 | -51.6 | 95.7*
Cc1cccc(C(=O)OCC(=O)Nc2nnc(-c3ccccc3)o2)c1O | -2.5 | -1.5 | -0.5
O=C(NCCC1CCCCN1S(=O)(=O)c1ccccc1)C(=O)NCc1cccnc1 (centres undefined) | -4.5 | 20.5 | -1.4
CCN(c1ccccc1)S(=O)(=O)c1cccc(C(=O)OCC(=O)Nc2ccc(NC(C)=O)cc2)c1 | -0.9 | 20.6 | -1.0
O=C(COC(=O)/C=C/c1ccccc1[N+](=O)[O-])Nc1ccc2[nH]c(=O)[nH]c2c1 | -2.7 | 19.2 | 0.0
COc1ccc(N(C)S(=O)(=O)c2cccc(C(=O)NCC(c3ccco3)N3CCCC3)c2)cc1 (centres undefined) | -5.7 | -5.6 | 0.2
O=C1C2C3C=CC(O3)C2C(=O)N1N=C1CCCCC1 (centres undefined) | 0.7 | -5.0 | -1.4
COc1c(O)c(=O)n2c3ccccc3c3ccnc1c32 | -8.4 | -2.7 | 4.2
COc1ccccc1OCC(=O)NCc1n[nH]c(=O)c2ccccc12 | -5.5 | -0.4 | -0.6
CN(C)C(=O)c1ccc(NC(=O)CSc2nnc(-c3cccs3)n2N)cc1 | -4.5 | 3.9 | 0.0
CCc1nnc(NC(=O)Cc2ccc(OC)c(S(=O)(=O)N3CCOCC3)c2)s1 | -4.9 | -8.0 | -0.8
O=C(Nc1ccccc1N1CCOCC1)c1cc(=O)[nH]c2ccccc12 | -1.2 | 0.9 | -0.9
CCc1ccc(/C=C2\SC(=S)N(CCCC(=O)N(CCO)c3ccccc3)C2=O)cc1 | -6.0 | -8.6 | 0.4
CN(c1ccccc1)S(=O)(=O)c1cccc(C(=O)NCc2ccccc2CN2CCCC2)c1 | -7.9 | 2.8 | 0.6
CCCCN(C(=O)C1CC(=O)N(c2ccc3c(c2)OCCO3)C1)c1c(N)n(CCCC)c(=O)[nH]c1=O (centres undefined) | -2.2 | -9.3 | 0.9
O=C(COC(=O)/C=C/c1ccc(Cl)cc1Cl)Nc1cccc(S(=O)(=O)NC2=NCCC2)c1 | -2.8 | -4.4 | -0.3
COc1ccccc1C(=O)NCC(=O)OC(C)C(=O)N(C)C1CCCCC1 (centres undefined) | -5.6 | -0.2 | -0.5
CC[C@]12c3[nH]c4cc(CCC(=O)N(C)C)ccc4c3CCN1C(=O)[C@@H](CC(=O)NCCCN(C)C)C[C@@H]2C(=O)N1CCN(C(=O)C2CC2)CC1 | -1.3 | 4.0 | 1.6
CCOC(=O)CCCCCC(=O)Nc1ccc2c(c1)C(=O)N([C@@H](C)CO)C[C@H](C)[C@H](CN(C)C(=O)c1ccccc1)OCCCC[C@H](C)O2 | -4.2 | 1.0 | 0.3
C[C@H]1CN([C@@H](C)CO)C(=O)CCCn2cc(nn2)CO[C@@H]1CN(C)S(C)(=O)=O | -7.8 | 0.6 | 2.4

Further compounds follow:
SMILES | GalR3 antag | CRFR2-BP antag | CRFBP-R2 agonist
COc1ccc(NC(=O)CN(C)C(=O)C2CC(=O)N(c3cccc4ccccc34)C2)cc1 (centres undefined) | 2.3 | 2.1 | -0.1
CC1CN(Cc2ccccc2)C(=S)N(c2ccccc2)C1=O (centres undefined) | 1.1 | -5.0 | 0.3
COc1ccc(/C=C/C(=O)c2ccc([N+](=O)[O-])o2)cc1OC | -1.7 | -68.9 | 0.9
CC1Nc2ncnc(N3CCN(c4ccccn4)CC3)c2N(Cc2ccccc2)C1=O (centres undefined) | -4.8 | 4.1 | -0.6
CCCC(C(=O)NNC(=O)c1cc(C)oc1C)c1ccccc1 (centres undefined) | -4.3 | -4.9 | -2.3
COc1ccc(NC(C)=O)cc1NC(=O)C1CCCN1C(=O)c1cccs1 (centres undefined) | -0.3 | -9.4 | -2.1
COc1cccc(N=NC2C(=O)N(C(N)=S)N=C2C)c1 (centres undefined) | 4.3 | 6.3 | -1.8
Nc1ccccc1-c1nnc(SCC(=O)Nc2ccccc2OC(F)F)[nH]c1=O | -3.4 | 2.8 | -0.6
CC(C)C[C@@]12C(=O)N(c3cccc(F)c3)C(=O)N1[C@H](c1ccc(Br)cc1)[C@@H]1C(=O)N(C(C)(C)C)C(=O)[C@@H]12 | -4.8 | -8.5 | -0.8
CC(C)[C@H](NS(=O)(=O)c1ccccc1)C(=O)OCC(=O)NC(=O)NC1CCCCC1 | -5.3 | -7.9 | 0.6
Cn1c(-c2ccsc2)c(-c2cccs2)c2cc(-c3ccc4cc[nH]c4c3)ccc21 | -4.3 | -0.8 | 1.3
CCOc1ccccc1NC(=O)CSc1nc(=O)n(CCCN2CCOCC2)c2c1CCCC2 | -5.8 | 6.1 | 0.3
O=C(c1cccc(Br)c1)c1coc2ccc(O)cc12 | -6.1 | 13.5 | -1.5
Oc1cc(CNCc2ccccc2)c(O)cc1CNCc1ccccc1 | -3.6 | -9.5 | 4.8
Cc1cccc(Oc2ccccc2NC(=O)CN2C(=O)NC3(CCCC3)C2=O)c1 | 3.0 | 1.5 | -1.6
Cc1ccc(-c2noc(CCC(=O)N3CCN(c4cc(C)ccc4C)CC3)n2)cc1 | -5.7 | -10.9 | 1.0
Cc1cccc(Nc2c(O)nc[nH]c2=O)c1 | 2.0 | -4.6 | 1.9
O=C(NCCOc1ccccc1)c1ccc2n[nH]nc2c1 | -1.3 | 2.3 | 1.8
CC(C)NC(=O)Nc1ccc2c(c1)C(=O)N([C@H](C)CO)C[C@@H](C)[C@@H](CN(C)C(=O)NC1CCCCC1)O2 | -3.2 | -2.0 | 0.4
O=C(NC1CCCCC1)c1cccc2c1C(=O)c1ccc(N3CCC(Cc4ccccc4)CC3)cc1S2(=O)=O | 0.3 | -31.6 | 58.4*
COC(=O)C(Cc1ccccc1)NC(=O)c1ccc(NS(=O)(=O)c2ccc3[nH]c(=O)[nH]c3c2)cc1 (centres undefined) | -6.9 | -2.6 | -0.5
C[C@H]1CN([C@@H](C)CO)C(=O)c2cc(Br)cnc2O[C@@H]1CN(C)C(=O)C1CCC1 | -0.9 | -6.9 | 3.8
CCN(CC)C(=O)C1=C(C)N(Cc2ccc(C(C)(C)C)cc2)C(=O)C(CC(=O)NCCCN(C)C)C1 (centres undefined) | -5.1 | 2.4 | -1.0
COc1ccc2nc3n(c(=O)c2c1)-c1ncccc1C(=O)NC3C (centres undefined) | -6.1 | -10.9 | -0.8
CC1=C(C(=O)N2CCOCC2)CC(CC(=O)NC2CCCC2)C(=O)N1Cc1ccc(F)cc1 (centres undefined) | -4.0 | 41.6 | -1.0

(cont.)
SMILES | GalR3 antag | CRFR2-BP antag | CRFBP-R2 agonist
O=C(CC1CCCC1)Nc1ccc(Cl)c(S(=O)(=O)N2CCOCC2)c1 | -4.7 | -10.9 | 4.7
Cc1ccc(C(=O)NCC(=O)NCc2ccccc2F)s1 | -4.9 | -2.4 | -0.3
Cc1ccc(NCC(=O)Nc2ccc(F)c(Cl)c2)cc1S(=O)(=O)N1CCOCC1 | -6.8 | -9.1 | 0.9
CCOC(=O)c1cnc2cc(-c3ccc(C)cc3)nn2c1C | -7.2 | -0.1 | -1.1
Cc1cccc2c(N=NC(=O)C(C)n3cnc4ccccc4c3=O)c(O)[nH]c12 (centres undefined) | -2.6 | 10.0 | 1.4
Cc1ccc(NC(=O)COC(=O)Cn2cnc3c2c(=O)n(C)c(=O)n3C)cc1F | -3.0 | 1.4 | 0.0
COc1cccc(/C=C/C(=O)OCC(=O)NCc2ccc3c(c2)OCO3)c1 | -3.0 | -2.2 | -2.5
CC1(C)CC[C@]2(C(=O)O)CC[C@]3(C)C(=CC[C@@H]4[C@@]5(C)CC[C@H](O[C@@H]6O[C@H](C(=O)O)[C@@H](O)[C@H](O[C@@H]7OC[C@H](O)[C@H](O)[C@H]7O)[C@H]6O)C(C)(C)[C@@H]5CC[C@]43C)[C@@H]2C1 | -4.7 | -226.8 | 255.9*
Cc1ccc(OCCSc2nc3ccccc3n2CCC(=O)O)c(C(C)C)c1 | -7.7 | 4.5 | -2.1
Cc1ccc(S(=O)(=O)Nc2ccccc2F)cc1C(=O)NCc1ccco1 | -4.0 | -2.8 | 0.6
CC(C)NC(=O)N(C)C[C@H]1Oc2c(NS(=O)(=O)c3ccc(F)cc3)cccc2C(=O)N([C@H](C)CO)C[C@@H]1C | -2.7 | 6.2 | -0.2
CCC(Oc1ccccc1)C(=O)N1CCN(S(=O)(=O)c2ccccc2)CC1 (centres undefined) | -8.2 | -3.2 | -1.0
NS(=O)(=O)c1ccc(NC(=O)CSc2n[nH]c(=O)n2C2CC2)cc1 | -3.5 | 8.8 | -1.0
Cc1ccc(NC(=O)c2ncn(CC(=O)NCC(C)c3ccccc3)n2)cc1C (centres undefined) | -0.6 | -0.6 | -1.2
COc1ccc(C(=O)NC(=S)Nc2ccc3[nH]c(=O)[nH]c3c2)cc1Br | -5.9 | 4.1 | -0.1
Cc1cc(OCC(=O)OCC(=O)N2CCc3ccccc3C2)ccc1Cl | -5.2 | 2.8 | -0.2
CCOc1cc(-c2nnc(NC(=O)C3=COCCO3)o2)cc(OCC)c1OCC | -3.3 | 7.9 | -0.7
CCC1(c2ccc(Cl)cc2)NC(=O)N(CC(=O)NC2CCCCCC2)C1=O (centres undefined) | -4.2 | 4.3 | -2.4
CCOC(=O)N1CCN(C(=O)c2ccc3[nH]c(C)c(C)c3c2)CC1 | -3.4 | 2.8 | -0.6
CC1CCN(c2ccc3c(c2)S(=O)(=O)c2cccc(C(=O)O)c2C3=O)CC1 | -5.4 | 0.8 | 8.3
COc1cc(C(=O)OCCc2cc3ccccc3c(=O)o2)cc(OC)c1OC | 2.2 | 2.6 | -0.6
O=C(OCc1ccccc1)N1C=CC2CC1c1c(Cl)cccc12 (centres undefined) | -7.7 | 14.0 | 3.1
CSc1nsc(SC)c1-c1ccc(Cl)cc1 | -5.4 | 6.2 | 0.4
O=C(COC(=O)/C=C/c1ccccc1[N+](=O)[O-])Nc1ccc(S(=O)(=O)N2CCOCC2)cc1 | -1.8 | -14.6 | -0.6
N#Cc1ccc(NC(=O)COC(=O)C2CCC2)cc1 | 3.0 | 28.2 | -1.7

4 of these compounds in a different format:
Second line of a record – GalR3 antag | CRFR2-BP antag | CRFBP-R2 agonist
> Cc1ccc(C(=O)NCC(=O)NCc2ccccc2F)s1
  -4.9 | -2.4 | -0.3
> Cc1ccc(NCC(=O)Nc2ccc(F)c(Cl)c2)cc1S(=O)(=O)N1CCOCC1
  -6.8 | -9.1 | 0.9
> CCOC(=O)c1cnc2cc(-c3ccc(C)cc3)nn2c1C
  -7.2 | -0.1 | -1.1
> Cc1cccc2c(N=NC(=O)C(C)n3cnc4ccccc4c3=O)c(O)[nH]c12 (centres undefined)
  -2.6 | 10.0 | 1.4

Next part:
SMILES | GalR3 antag | CRFR2-BP antag | CRFBP-R2 agonist
Cc1nc(SCC(=O)NCC2CCCO2)c2cc(-c3ccccc3)sc2n1 (centres undefined) | -8.8 | -8.9 | -0.2
O=C1NC(=O)C(=O)N1 | -4.4 | -9.0 | 1.0
CN(CC(=O)Nc1ccc(Cl)cc1)C(=O)c1sccc1-c1ccccc1 | -3.0 | 5.0 | -0.1
CCCC1NC(=O)c2cc3ccccc3cc2-n2c1nc1cc(F)ccc1c2=O (centres undefined) | 5.9 | -7.4 | 11.5
O=C(NCc1ccccn1)c1cccc(S(=O)(=O)NCc2ccccc2)c1 | -1.8 | 6.1 | 2.4
CC(=O)Nc1ccc(NC(=O)C(C)OC(=O)CCC2CCCC2)cc1 (centres undefined) | 1.0 | 3.7 | -1.8
Nc1cc2cccnc2cc1Cl | -4.4 | -21.0 | 1.7
O=C(Cc1ccccc1)Nc1ccc2c(c1)OC1(CCCC1)O2 | -6.3 | 9.5 | -0.5

Shown with the structure last: 3 of the compounds above.
| GalR3 antag | CRFR2-BP antag | CRFBP-R2 agonist | smiles |
| --- | --- | --- | --- |
| -4.9 | -2.4 | -0.3 | Cc1ccc(C(=O)NCC(=O)NCc2ccccc2F)s1 |
| -6.8 | -9.1 | 0.9 | Cc1ccc(NCC(=O)Nc2ccc(F)c(Cl)c2)cc1S(=O)(=O)N1CCOCC1 |
| -7.2 | -0.1 | -1.1 | CCOC(=O)c1cnc2cc(-c3ccc(C)cc3)nn2c1C |

Arranged by the number under CRFR2-BP antag (smallest number first): 4 from the list above.
| SMILES | CRFR2-BP antag |
| --- | --- |
| Nc1cc2cccnc2cc1Cl | -21.0 |
| CCCC1NC(=O)c2cc3ccccc3cc2-n2c1nc1cc(F)ccc1c2=O (centres undefined) | -7.4 |
| CC(=O)Nc1ccc(NC(=O)C(C)OC(=O)CCC2CCCC2)cc1 (centres undefined) | 3.7 |
| O=C(NCc1ccccn1)c1cccc(S(=O)(=O)NCc2ccccc2)c1 | 6.1 |
